H9c2 protect = cardioprotection against H2O2-induced cell death, primary screen, uHTS, H9c2 cells, ATPLite luminescence. H9c2 cardiomyocytes, H2O2 injury protection, 2 h. protection from H2O2 cell death, % at 20 µM. actives 0.63% (n = 360,000). AID 588492, 2011;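 active means compounds giving at least 50% protection of heart cells from peroxide-induced death in the single-dose screen, raw or plate-pattern-corrected value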;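 further: 0% = DMSO wells with peroxide and 100% = DMSO wells without peroxide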
NR2E3 ag-1 = inhibitors of NR2E3-RetCOR corepressor binding, primary screen, NR2E3 agonist project, biochemical, TR-FRET, GST-NR2E3, biotin-RetCOR. Photoreceptor-specific nuclear receptor (Homo sapiens), Q9Y5X4. 1536-well. inhibition of corepressor binding, % at 4.78 µM. actives 0.12% (n = 320,000). AID 2300, 2010;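 active means percent inhibition above the cutoff of mean plus 3 SD of all tested compounds, set per screening campaign, cut at about 20% in these data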;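 further: 0% = DMSO wells and 100% = biotin wells as full block of FRET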
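Material – GST-tagged NR2E3 plus biotinylated RetCOR corepressor · Quantity – NR2E3 fusion 1.35 nM · Times – 5 h incubation at 4 °C · Medium – pH 7.5 Tris-based buffer · Technique – TR-FRET, Eu(K)-anti-GST donor, streptavidin-D2 acceptor, ex 340, em 617/671 nm · Benchmarks – high control biotin, low control 0.6% DMSO · Format – 1536-well plates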
NR2E3 ag-2 = NR2E3 agonists in two-hybrid cells, primary screen, cell-based, luminescence, CHO-S, Gal4-NCOR/VP16-NR2E3; luciferase; inhibition of corepressor binding, % at 3.98 µM; actives 0.35% (n = 360,000); AID 602229, 2012;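 active means inhibition above the mean of all tested compounds plus 3 SD, cut at about 70% in these data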;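 further: 0% = DMSO with NR2E3 transfected cells and 100% = cells lacking NR2E3 construct; higher means lower luciferase signal from less NR2E3 corepressor binding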
HTR2A ag = mouse Htr2a agonists via beta-arrestin recruitment, primary screen, cell-based, luminescence | CHO-K1 mHTR2A beta-arrestin complementation; percent of 30 µM serotonin response | activation, % at 7.6 µM | actives 0.66% (n = 360,000) | AID 624169, 2012;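 active means activation above a run cutoff, the mean activation of all tested compounds plus 3 SD, cut at about 14% in these data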;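 further: 0% = plate median of compound wells and 100% = 30 µM serotonin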
Target sequence (P35363 whole entry, looked up): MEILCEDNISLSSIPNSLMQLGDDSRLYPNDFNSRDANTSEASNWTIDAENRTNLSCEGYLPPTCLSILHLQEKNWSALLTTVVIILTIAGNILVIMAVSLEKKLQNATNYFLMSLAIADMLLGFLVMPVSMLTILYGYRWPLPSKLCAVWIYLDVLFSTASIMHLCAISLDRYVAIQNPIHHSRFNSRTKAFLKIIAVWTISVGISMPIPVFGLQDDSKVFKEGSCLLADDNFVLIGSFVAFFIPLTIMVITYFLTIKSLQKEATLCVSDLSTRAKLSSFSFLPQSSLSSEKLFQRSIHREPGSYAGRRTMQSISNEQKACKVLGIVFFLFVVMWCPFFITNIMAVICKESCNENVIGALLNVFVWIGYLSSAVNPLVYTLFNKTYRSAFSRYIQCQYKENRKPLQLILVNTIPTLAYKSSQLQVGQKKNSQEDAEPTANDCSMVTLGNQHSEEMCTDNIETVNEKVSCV
Shn3 3UTR inh = reduction of Shn3 3'UTR firefly luciferase signal, primary screen, Schnurri-3 inhibitor project, cell-based, Clone20 osteoblasts, set 2. inhibition, % at 12.5 µM. Clone20 osteoblast Shn3 3'UTR firefly luciferase, 24 h. actives 0.52% (n = 360,000);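 active means mean inhibition of at least 75% with every replicate also reaching 75%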;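 further: 0% = median of neutral control wells and 100% = pilot-screen positive control compound; some compounds past the cut are filed as inactive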
CaV13 FRET inh = Primary screen for inhibitors of IQ motif and Ca2+-dependent inactivation inhibitor domain binding in CACNA1D, Förster resonance energy transfer in living cells, …. actives 0.098% (n = 340,000). inhibition, % at 12.3 µM. AID 743397. HEK cells, CFP/YFP FRET ICDI-IQ, plate reader, 10 min; percent FRET-ratio fall versus neutral wells;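 active means mean replicate inhibition of at least 30% and at least 1% of replicates passing that level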;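 further: 0% = median of the neutral control wells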
TRPM1 prom inh = inhibitors of MITF-dependent TRPM1 promoter reporter, primary screen, cell-based, SK-MEL-5, single point, luciferase; SK-MEL-5 TRPM1 promoter luciferase, 24 h; inhibition, % at 12.5 µM; actives 0.83% (n = 330,000);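 active means mean inhibition across replicates of 60% or more, whatever share of single replicates reaches that level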; further: values of inactives mirror those of a sister screen read the other way
hiPSC survival = enhancers of single-cell hiPSC survival, primary screen, ATPlite luminescence. actives 0.044% (n = 360,000). survival enhancement, % at 20 µM. 100% = ROCK inhibitor wells, 0% = DMSO; in the data active means survival enhancement above about 18%;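 further: cells exposed to compounds for 16 hours before the ATP read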
PDI inh = inhibitors of human PDI, primary screen, biochemical, turbidity, single point, plate reader | PDI insulin aggregation turbidity, A650, 90 min | AID 588391, 2011 | Protein disulfide-isomerase (Homo sapiens), P07237 | actives 0.052% (n = 350,000) | inhibition, % at 10 µM;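 active means mean inhibition across replicates of 30% or more, whatever share of single replicates reach that level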;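 further: absorbance from insulin aggregation driven by PDI reduction with DTT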
Target sequence (P07237 whole entry, looked up): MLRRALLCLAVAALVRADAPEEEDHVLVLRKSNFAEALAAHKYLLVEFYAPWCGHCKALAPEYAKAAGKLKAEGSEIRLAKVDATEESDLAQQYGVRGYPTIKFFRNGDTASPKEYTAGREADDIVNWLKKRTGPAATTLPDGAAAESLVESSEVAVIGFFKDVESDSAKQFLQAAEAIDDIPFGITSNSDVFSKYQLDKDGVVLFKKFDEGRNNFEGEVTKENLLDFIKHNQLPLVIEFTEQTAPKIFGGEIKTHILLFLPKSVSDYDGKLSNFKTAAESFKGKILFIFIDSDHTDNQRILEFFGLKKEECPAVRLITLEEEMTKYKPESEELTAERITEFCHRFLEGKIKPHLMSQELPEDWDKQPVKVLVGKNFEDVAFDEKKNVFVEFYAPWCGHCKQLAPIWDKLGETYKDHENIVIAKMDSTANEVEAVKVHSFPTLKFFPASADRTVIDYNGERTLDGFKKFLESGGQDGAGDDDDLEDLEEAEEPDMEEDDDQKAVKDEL
Peg3 prom inh = Peg3 promoter-driven luciferase inhibitors, primary screen, cell-based, HeLa, luciferase luminescence; HeLa PEG-Prom luciferase reporter, overnight; inhibition, % at 20 µM; actives 1.7% (n = 360,000); AID 588405, 2011;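 active means inhibition of at least 50% at 20 µM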
HIF-2a block = HIF-2a reporter inhibitors, primary screen, luminescence, 786-0 RCC cells; 786-0 RCC cells HIF-2a reporter, luciferase luminescence, overnight; inhibition, % at 18.8 µM; actives 0.72% (n = 360,000);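 active means inhibition of the luminescence signal of 40% or more relative to plate controls, in a single-dose primary screen at 18.75 µM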
Active calls of the source: *; . = no result given.

entry	Molecule	H9c2 protect	NR2E3 ag-1	NR2E3 ag-2	HTR2A ag	Shn3 3UTR inh	CaV13 FRET inh	TRPM1 prom inh	hiPSC survival	PDI inh	Peg3 prom inh	HIF-2a block
1	Cc1c(NC(=O)CN2C(=O)C(=O)c3ccccc32)c(=O)n(-c2ccccc2)n1C	0	5	-27	0	10	.	14	1.4	-1	13	8
2	C=CCn1c(SCC(=O)Nc2ccc(N3CCOCC3)cc2)nnc1-c1ccncc1	1	3	2	2	30	-4	-1	0.9	-16	-2	-2
3	O=c1[nH]c2cc3c(cc2cc1CN(CC1CCCO1)S(=O)(=O)c1ccccc1)OCCO3 (centres undefined)	3	1	-9	-4	26	.	9	-0.2	-5	4	2
4	CCOC(=O)C1C(=O)NC(N2CCCCC2)=NC1c1ccccc1 (centres undefined)	-2	5	3	1	-1	-6	8	0.3	9	5	6
5	O=C(NCC(=O)N1CCCC1)c1ccc(Cl)cc1	3	-4	-7	6	-8	-5	-8	-0.5	-6	-26	-32
6	CNC1=CC(=O)CC(c2ccccc2)C1 (centres undefined)	0	1	10	2	-4	2	3	1.6	9	-6	13
7	O=C(Nc1c[nH]c(=O)[nH]c1=O)c1ccccc1Br	6	1	-30	0	3	-5	-7	0.0	15	30	15
8	COc1nccnc1NS(=O)(=O)c1ccc(NC(=S)NC(=O)c2ccc(F)cc2)cc1	-2	1	24	-7	6	-3	13	4.6	-5	6	17
9	CCOC(=O)Cn1cnc2c(cnn2-c2ccc(OC)cc2)c1=O	11	-1	-51	3	-11	3	-31	0.9	6	-62	-74
10	Cc1ccc(-c2nc(NC(=O)c3ccc(S(=O)(=O)N(CCC#N)CCC#N)cc3)sc2-c2ccccc2)cc1	0	1	-23	1	12	-5	-6	1.6	-5	-1	3
11	CC1CCC(=C(C#N)C(=O)Nc2cccc(Cl)c2)CC1 (centres undefined)	-16	1	-35	-2	0	.	-6	-0.7	10	-22	-154
12	Cc1ccc(-c2nnn(CC(=O)N(c3cccc(F)c3)C(C(=O)NC(C)(C)C)c3ccco3)n2)o1 (centres undefined)	-6	5	7	2	-1	-6	13	-2.1	-7	9	9

Ordered by the number under NR2E3 ag-1 (smallest number first): 3 from the list above.
nr	SMILES	NR2E3 ag-1
3	O=c1[nH]c2cc3c(cc2cc1CN(CC1CCCO1)S(=O)(=O)c1ccccc1)OCCO3 (centres undefined)	1
2	C=CCn1c(SCC(=O)Nc2ccc(N3CCOCC3)cc2)nnc1-c1ccncc1	3
12	Cc1ccc(-c2nnn(CC(=O)N(c3cccc(F)c3)C(C(=O)NC(C)(C)C)c3ccco3)n2)o1 (centres undefined)	5

Other records
entry	Molecule	H9c2 protect	NR2E3 ag-1	NR2E3 ag-2	HTR2A ag	Shn3 3UTR inh	CaV13 FRET inh	TRPM1 prom inh	hiPSC survival	PDI inh	Peg3 prom inh	HIF-2a block
13	C=CCNS(=O)(=O)CC12CCC(CC1=O)C2(C)C (centres undefined)	6	0	-15	4	17	-5	2	-0.9	-6	-3	11
14	CN1CCN(c2ccc(Cl)cc2NC(=O)C2COc3ccccc3O2)CC1 (centres undefined)	44	0	-12	1	-9	-3	-2	-0.7	3	18	12
15	CCCn1c(C2CCCN2c2nc(-c3cccc(Br)c3)cs2)nc2cc(Cl)c(Cl)cc21 (centres undefined)	1	-1	-36	-8	16	-5	18	8.1	-15	-7	12
16	Cc1cccc(NC(=O)CSCC(=O)Nc2cc(S(=O)(=O)N3CCOCC3)ccc2OC(C)C)c1	-1	-3	-10	4	14	-2	-6	-0.4	4	1	4
17	C[C@H]1NC(=O)[C@]2(C)[C@@H](c3ccccc3)[C@H]3COc4ccccc4[C@@H]3N2C1=O	-4	.	2	-1	-4	-6	0	-1.0	-2	1	2
18	COc1ccccc1N1CCN(S(=O)(=O)CCNC(=O)c2cc(OC)c(OC)c(OC)c2)CC1	1	2	-4	5	13	-15	23	-0.6	6	39	16
19	O=C(C[C@H]1C(=O)N(c2ccc(F)c(F)c2)C[C@@H]1Cc1ccccc1)Nc1ccccc1	-1	-2	3	-14	-2	-4	-12	-1.3	0	17	21
20	CC(=O)Nc1ccc2nc(NC(=O)c3ccc([N+](=O)[O-])o3)sc2c1	1	0	-1	2	3	-10	51	0.0	0	-3	-18
21	O=C(/C=C/c1ccc(F)cc1)N1CCCc2ccccc21	-6	-2	-59	-2	-11	-3	-19	-1.9	-4	-82	-170
22	Cc1ccc(S(=O)(=O)N2CCOCC2)cc1NC(=O)CSc1ccc(Cl)cc1	-1	0	-19	-9	-24	-6	4	2.5	3	-7	-1
23	CC(C)(C)C(=O)Nc1ccnn1C1CCN(C(=O)c2cccc(Cl)c2)CC1	-4	-2	4	-4	8	-9	-3	0.0	-2	6	-8
24	COc1cccc(OC)c1NC(=O)C1CCCN1C(=O)NCc1ccccc1 (centres undefined)	4	-3	3	0	2	-5	7	-1.6	0	20	13

Looked up above:
hiPSC survival, #22 stands at 2.5
Peg3 prom inh, #24 stands at 20

(more compounds)
entry	Molecule	H9c2 protect	NR2E3 ag-1	NR2E3 ag-2	HTR2A ag	Shn3 3UTR inh	CaV13 FRET inh	TRPM1 prom inh	hiPSC survival	PDI inh	Peg3 prom inh	HIF-2a block
25	CCCCn1c(N)c(N(CC(C)C)C(=O)COC(=O)Cc2cccc(OC)c2)c(=O)[nH]c1=O	-1	-4	-4	2	-4	-4	2	-0.3	-18	-2	12
26	CCN1CCN(C(=O)CN(c2ccc(F)c(Cl)c2)S(C)(=O)=O)CC1	9	1	0	3	3	-5	11	1.1	2	-4	4
27	Nn1c(SCC(=O)Nc2ccc3c(c2)OCO3)nncc1=O	0	0	-1	8	-10	-3	15	-0.7	-1	-9	15
28	COc1ccc(-c2oc3ncnc(NCCN4CCOCC4)c3c2-c2ccc(OC)cc2)cc1	75*	-1	-14	-5	66	.	1	-1.4	1	51*	47*
29	CC(=O)c1cccc(OCc2cc(C(=O)N3C[C@@H](C)O[C@@H](C)C3)no2)c1	-2	1	-65	2	-81	-7	-67	0.2	5	-220	-179
30	COC(=O)[C@]1(C)N[C@H](CN(C)C(=O)c2ccc(C)cc2)[C@@H]2C(=O)N(C)C(=O)[C@@H]21	2	.	-13	3	-69	-7	-4	-1.5	-6	3	12
31	CCCCCC(=O)N1CCCC1	1	.	-7	1	-1	-4	-12	1.2	3	1	10
32	Cc1ccc(C)c(C(O)c2ncc(-c3ccc4ccccc4c3)[nH]2)c1 (centres undefined)	-4	.	-10	-1	3	-8	.	1.4	-3	2	-34
33	COc1cccc(CC(NC(C)=O)C(=O)NC2CCN(C(=O)Nc3ccc(C)cc3)CC2)c1 (centres undefined)	4	.	-21	1	-4	-3	10	-0.1	10	-12	1
34	O=C(CCc1ccccc1)Nc1nnc(-c2ccc3c(c2)OCCO3)o1	8	2	-69	8	3	1	-1	-0.4	1	-60	-97
35	CCN(c1ccccc1)S(=O)(=O)c1ccc(C(=O)NCC(c2cccs2)N(C)C)cc1 (centres undefined)	10	4	4	-11	30	5	12	1.1	2	13	8
36	O=S1(=O)CC(N2CCN(CCO)CC2)CN1Cc1cn(Cc2ccccc2C(F)(F)F)nn1 (centres undefined)	3	.	-4	5	-2	-4	.	-1.1	.	4	1
37	CN1CCN(c2ccc(S(=O)(=O)N3CCCCC3)cc2NC(=O)c2cccc([N+](=O)[O-])c2)CC1	7	-3	5	-1	-12	-4	-2	-0.5	6	11	15
38	O=c1cc(C=NNc2ccccc2)[nH]c(=O)[nH]1	-11	.	18	-3	-1	-4	-12	0.8	2	6	-1
39	O=C(COC(=O)Cc1ccccc1F)Nc1ccccc1[N+](=O)[O-]	3	6	-19	-1	2	-3	-8	1.1	1	7	8
40	Cc1cccc(OCCCC(=O)NNC(=O)c2ccncc2)c1	2	.	-15	7	-36	-6	-1	-0.2	-1	-9	13
41	Cc1ccc(S(=O)(=O)N2CC(C)N(C(=O)N3CCOCC3)C2)cc1 (centres undefined)	5	2	7	4	-6	-4	6	0.2	-1	5	1
42	Cc1cccc(C)c1OCC(=O)Nn1c(=O)[nH]c2ccccc2c1=O	1	-1	-20	-4	-3	-4	7	-0.4	-2	5	12
43	O=C(COc1coc(CN2CCc3ccccc32)cc1=O)NCCc1ccccc1	-4	-2	-38	1	31	-6	16	-0.5	20	-2	7
44	O=C(NC1CCCCC1)C12CC3CC(CC(Cl)(C3)C1)C2	-3	2	-25	-2	15	-7	3	-0.1	-1	15	25
45	NC(=O)c1nc[nH]c1C(=O)Nc1cccc(NC(=O)c2cccc(C(F)(F)F)c2)c1	11	.	-11	0	-16	-3	-12	3.2	5	-21	-6
46	Cc1noc(C)c1C(=O)NCCc1ccccc1	2	2	-15	6	-3	-4	3	3.6	3	-4	-24
47	Cc1ccc(S(=O)(=O)CC2CSc3nc(N)cc(=O)n32)cc1 (centres undefined)	9	-3	-29	6	-6	-4	6	4.7	0	-1	19
48	Clc1cccc(/C=N/N2CCN(Cc3ccccc3)CC2)c1	-8	-2	-7	-2	-40	7	-49	0.8	-5	-245	-230
49	O=C(OCC(=O)N1CCC(Cc2ccccc2)CC1)c1ccccc1	-9	3	-1	-3	-58	-7	-44	-0.7	3	-211	-18
50	O=C(NC(=S)Nc1ccc(Br)cn1)c1cccs1	-17	1	-9	1	-65	-5	-23	-2.9	-2	-322	-108

Assay outcomes as filed in PubChem BioAssay.
